Hck Nef HTS – inhibitors of Nef-activated human Hck kinase, primary screen, biochemical, Z-Lyte FRET, 384-well, Hck-YEEI; 0.68% of 220,000 active; inhibition, % at 20 µM; Recombinant Hck-YEEI plus Nef, Z-Lyte FRET kinase assay;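 active = Hck-Nef kinase inhibition above about 50%, limit read from the data; inactive = inhibition below that limit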;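 note: 0% = DMSO with Hck plus Nef and 100% = Hck alone without Nef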
p47phox inh – p47phox/p22phox peptide binding inhibitors, primary screen, biochemical, uHTS, NADPH oxidase regulatory subunit; fluorescence polarization, 2 h; AID 1274, 2008; 0.53% of 220,000 active; inhibition, % at 24.7 µM; Neutrophil cytosol factor 1 (Homo sapiens), P14598;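 active = inhibition above about 30%, limit read from the data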;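 note: 0% = p47phox with labelled peptide and 100% = labelled peptide alone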
Target sequence (P14598 whole entry, looked up): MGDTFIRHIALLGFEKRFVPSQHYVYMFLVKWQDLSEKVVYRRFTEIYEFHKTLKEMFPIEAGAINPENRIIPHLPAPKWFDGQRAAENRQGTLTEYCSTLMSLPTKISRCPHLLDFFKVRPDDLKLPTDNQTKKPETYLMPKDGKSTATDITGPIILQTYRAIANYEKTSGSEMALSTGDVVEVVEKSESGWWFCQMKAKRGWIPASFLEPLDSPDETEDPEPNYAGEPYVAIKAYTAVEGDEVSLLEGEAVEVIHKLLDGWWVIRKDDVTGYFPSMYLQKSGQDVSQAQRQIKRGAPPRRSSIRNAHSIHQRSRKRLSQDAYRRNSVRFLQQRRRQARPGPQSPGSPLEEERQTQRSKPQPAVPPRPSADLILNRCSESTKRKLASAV
Tb hexokinase – Trypanosoma brucei hexokinase 1 inhibitors, primary screen, biochemical, G6PDH-coupled NADH absorbance, MLSCN library; recombinant TbHK1, G6PDH-coupled NADH A340; 0.11% of 220,000 active; AID 1430, 2008; inhibition, % at 10 µM; hexokinase 1 [Trypanosoma brucei];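 active = inhibition of 50% or more in the single-dose primary screen; inactive = inhibition below 50%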
Runt-SMMHC FRET – inhibitors of RUNX1 Runt–CBFb-SMMHC binding, primary screen, biochemical, FRET, Cerulean-Runt, Venus-CBFb-SMMHC, uHTS | Cerulean-Runt/Venus-CBFb-SMMHC FRET ratio 530/480, 1 h | inhibition, % at 20 µM | 0.74% of 220,000 active;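 active = mean inhibition across duplicate retests at 20 µM reaching about 50%, limit read from the data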;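 note: 0% = DMSO wells and 100% = wells with excess untagged CBFb-SMMHC; inhibitors lower the FRET ratio by blocking Runt binding to CBFb-SMMHC; some results filed as inactive read as strong as hits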
MDM2 E3 inh – MDM2-luciferase reporter signal enhancers, primary screen, MDM2 E3 ligase inhibitor project, cell-based, luminescence, 1536-well; AID 1230, 2008; signal enhancement, % at 5 µM; cell-based MDM2 ubiquitination luciferase reporter, 2 h; 0 = plate control, 100 = twice control, blank-subtracted; 0.11% of 210,000 active; E3 ubiquitin-protein ligase Mdm2 (Homo sapiens), Q00987;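 active = signal enhancement of 30% or more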;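 note: luminescence tracks abundance of the self-degrading MDM2-luciferase fusion protein; higher signal means inhibition of MDM2 E3 ligase activity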
Target sequence (Q00987 whole entry, looked up, the tested form may be a part): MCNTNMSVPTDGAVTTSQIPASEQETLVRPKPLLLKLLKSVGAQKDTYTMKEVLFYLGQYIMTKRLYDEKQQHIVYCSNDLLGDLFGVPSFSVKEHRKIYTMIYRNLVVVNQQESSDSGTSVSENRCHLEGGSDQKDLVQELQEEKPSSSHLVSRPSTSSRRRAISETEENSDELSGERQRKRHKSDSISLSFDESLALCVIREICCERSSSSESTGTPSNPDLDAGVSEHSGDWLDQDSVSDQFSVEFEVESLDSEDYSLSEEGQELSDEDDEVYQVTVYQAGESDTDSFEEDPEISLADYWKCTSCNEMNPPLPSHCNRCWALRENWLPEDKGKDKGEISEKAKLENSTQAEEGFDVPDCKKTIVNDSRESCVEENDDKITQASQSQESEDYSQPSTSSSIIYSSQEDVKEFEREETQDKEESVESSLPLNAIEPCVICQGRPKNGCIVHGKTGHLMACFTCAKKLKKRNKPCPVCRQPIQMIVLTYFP
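system = mammalian cells stably expressing self-ubiquitinating, self-degrading MDM2 E3–luciferase fusion | quantity = 2000 cells per well seeded | incubation = 4 h cell settling then 2 h compound exposure, 37 °C | signal = SteadyLite luminescence, 15 min reagent step | benchmarks = plate control and blank wells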
Runt-CBFb FRET – inhibitors of RUNX1 Runt–CBFb binding, primary screen, biochemical, FRET, Cerulean-Runt, Venus-CBFb, uHTS; Runt-related transcription factor 1 (Homo sapiens) + Core-binding factor subunit beta …; Cerulean-Runt/Venus-CBFb FRET ratio 530/480, 1 h; inhibition, % at 20 µM; 0.46% of 220,000 active;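 active = inhibition over about 50% at 20 µM in the single-dose screen, limit read from the data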;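 note: 0% = DMSO wells and 100% = excess unlabeled CBFb competitor control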
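Buffer or medium: Tris pH 7.5 buffer with BSA. Assay system: Cerulean-labeled Runt domain protein. Amount: each fluorescent fusion protein 100 nM. Read-out basis: loss of energy transfer signal. Incubation: 1 h compound exposure, room temperature. Probe or stimulus: Venus-CBFb binding partner, 100 nM. Detection: FRET, excitation 422 nm, emission at 530 and 480 nm.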
L929 necroptosis – inhibitors of zVAD-triggered necroptosis, primary screen, L929 cells | L929 zVAD necroptosis rescue, ATP luminescence, 24 h; with zVAD 60 µM | viability rescue, % at 10 µM | 0.38% of 220,000 active | AID 1377, 2008;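 active = activation, scaled between plate controls, above about 75%, limit read from the data; inactive = activation under that limit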;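 note: 0% = zVAD with DMSO and 100% = DMSO alone without zVAD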
EBV gp42 block – Epstein-Barr virus gp42 inhibitors, primary screen, biochemical, uHTS, fluorescence polarization | Glycoprotein 42 (Epstein-Barr virus (strain AG876)), Q1HVG2 | Fluorescence polarization binding assay, mP read-out | inhibition, % (tested at 21.74 µM) | 0.42% of 220,000 active | AID 1085, 2008; in the data active = inhibition above about 50%
14-3-3 Bad inh – inhibitors of 14-3-3 zeta/Bad binding, primary screen, biochemical, TR-FRET, bovine 14-3-3 zeta; 14-3-3 protein zeta/delta (Bos taurus), P63103; TR-FRET 14-3-3zeta/Dy647-pBad peptide displacement, 1 h; inhibition, % at 21.7 µM; 0.71% of 220,000 active; AID 781, 2007;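 active = inhibition above about 70%, limit read from the data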;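 note: 0% = full 14-3-3 plus peptide FRET controls and 100% = background without 14-3-3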
* = called active by the depositor; x = not tested or not shown; [ ] = another dose, or the depositor's remark.

Short keys: A = Hck Nef HTS; B = p47phox inh; C = Tb hexokinase; D = Runt-SMMHC FRET; E = MDM2 E3 inh; F = Runt-CBFb FRET; G = L929 necroptosis; H = EBV gp42 block; I = 14-3-3 Bad inh
COc1ccc(NC2=C3CC(C)CC=C3N(c3ccc(OC)cc3)C2=O)cc1 (centres undefined)
  A: -6.8	B: -1.2	C: 2.2	D: 1.5	E: -48.0	F: -0.4	G: 5.6	H: 5.2	I: -11.2

Cc1ncc(CN2CCCC(CCC(=O)NCc3ccc(F)c(F)c3)C2)s1 (centres undefined)
  A: 18.1	B: -0.5	C: -2.2	D: 2.1	E: 5.4	F: 1.1	G: 2.4	H: 5.9	I: -5.2

CC(Sc1nc(-c2ccco2)nc2c1c(=O)n(C)c(=O)n2C)C(=O)O (centres undefined)
  A: 2.4	B: 3.9	C: -60.3	D: -0.2	E: -6.1	F: 2.7	G: 2.2	H: -1.7	I: -6.9

Cc1nc2cc(NC(=O)c3ccc(N4C(=O)CCC4=O)cc3)ccc2s1
  A: 13.5	B: 6.0	C: 5.0	D: 2.0	E: -16.7	F: 0.3	G: 2.4	H: -8.5	I: 2.3

O=C(O)CCN1C(=O)c2ccc(NC(=O)c3cccs3)cc2C1=O
  A: 0.0	B: 4.0	C: -17.0	D: -2.0	E: -22.1	F: -1.3	G: 0.6	H: -20.4	I: 9.6

CS(=O)(=O)N(CC(=O)NCCC1=CCCCC1)c1ccc2c(c1)OCO2
  A: 0.1	B: -2.7	C: 7.1	D: -8.1	E: -4.9	F: -0.2	G: -0.4	H: -16.2	I: 7.9

COCCN(C(=O)Cn1nnc2ccccc21)C(C(=O)NC1CCCCC1)c1ccc(OC)cc1OC (centres undefined)
  A: 4.8	B: -11.4	C: -2.3	D: 3.4	E: 2.6	F: -4.1	G: 0.5	H: -6.9	I: -1.1

Cc1oc2c(C)c(O)ccc2c(=O)c1-c1cnn(-c2ccccc2)c1
  A: 2.2	B: -8.4	C: 25.4	D: -1.1	E: -10.2	F: -3.8	G: 0.6	H: -16.0	I: 22.8[fluorescence artefact?]

Cc1cc(Oc2nc3c(C)cccn3c(=O)c2/C=C(\C#N)S(=O)(=O)c2ccc(Cl)cc2)ccc1Cl
  A: 3.8	B: -47.6	C: -8.6	D: -135.6	E: 17.9	F: -162.9	G: 1.4	H: -10.3	I: 0.7

COc1c(F)c(F)c(C(=O)Nc2ccccc2N2CCN(C(C)=O)CC2)c(F)c1F
  A: 11.8	B: -13.2	C: 1.6	D: -0.2	E: -7.4	F: -1.3	G: -1.0	H: -4.4	I: 12.2

C=CCNc1nc(Nc2ccc([N+](=O)[O-])cc2)nc(N2CCCC2)n1
  A: 14.6	B: -8.8	C: -13.7	D: 2.1	E: -3.9	F: -2.0	G: 0.9	H: 0.7	I: -1.4

O=C(Nc1nnc(SCc2ccc(F)cc2)s1)C1CC(=O)N(Cc2ccccc2)C1 (centres undefined)
  A: 4.6	B: -9.1	C: 37.1	D: -1.4	E: 1.1	F: -4.5	G: 0.7	H: 2.0	I: -6.5

COc1ccc(Cl)cc1N1C(=O)C2CCCN2C1c1ccccc1F (centres undefined)
  A: 0.3	B: -16.3	C: -4.5	D: -1.9	E: -7.4	F: 1.4	G: -0.6	H: -16.9	I: -2.5

Cc1ccc(NC(=O)CCS(=O)(=O)c2cccc3nonc23)cc1
  A: 19.2	B: -1.0	C: -6.5	D: 0.6	E: 2.3	F: 1.9	G: 7.9	H: -0.9	I: -20.5

O=c1c(Cc2c(F)cccc2Cl)c(O)ccn1C1CCCCCC1
  A: 2.9	B: -3.3	C: 1.5	D: -3.0	E: -13.7	F: -1.3	G: 0.9	H: 8.0	I: -3.9

CCc1nc(C)ccc1OCC(=O)N1CCc2c([nH]c3ccccc23)C1c1ccccn1 (centres undefined)
  A: 20.5	B: 1.7	C: -8.9	D: 2.7	E: 8.4	F: -3.4	G: 0.1	H: -3.4	I: -10.3

CCCNc1ccc(S(=O)(=O)N(CC)CC)cn1
  A: 4.2	B: -8.9	C: 27.9	D: 3.1	E: 7.9	F: -0.8	G: 1.8	H: 3.8	I: 1.4[fluorescence artefact?]

CN(C)c1ccc(C2C3CCCc4ccccc4C3=NN2C)cc1 (centres undefined)
  A: 22.6	B: -5.9	C: -11.3	D: 0.1	E: -4.5	F: -2.5	G: 1.8	H: -9.2	I: -11.8

O=C(CSc1ncn(-c2ccccc2)n1)NCc1ccccc1
  A: 1.9	B: -15.3	C: 5.9	D: 1.4	E: -8.3	F: 0.9	G: 1.1	H: -37.9	I: -4.4

CCOC(=O)C(NC(=O)CC)C(O)c1cccc([N+](=O)[O-])c1 (centres undefined)
  A: -0.2	B: -1.5	C: -2.4	D: 5.8	E: -5.8	F: 1.2	G: -0.1	H: -4.4	I: 6.6

C=CCNc1ncnc2c1[nH]c1ccccc12
  A: 1.0	B: -6.2	C: -12.2	D: -2.2	E: -13.9	F: -2.1	G: 4.8	H: -25.8	I: 3.6

CCOc1ccccc1-n1c(C)cc(C=O)c1C
  A: 2.0	B: -18.1	C: 2.7	D: -1.3	E: -16.2	F: -1.7	G: 1.4	H: -14.7	I: -8.2

CCOCCCNS(=O)(=O)c1ccc(NC(=O)CN2C(=O)c3ccccc3C2=O)cc1
  A: -3.9	B: -37.3	C: 4.3	D: 1.5	E: -4.0	F: 0.6	G: 0.3	H: -2.3	I: -4.9

CCCN(CCC)c1nc(N)nc(-c2cc(Cl)ccc2OC)n1
  A: 9.2	B: -15.1	C: -14.8	D: -2.0	E: -8.7	F: -5.0	G: -0.5	H: -21.2	I: 11.1

CCOc1ccc(C2SCC(=O)N2c2c(C)n(C)n(-c3ccccc3)c2=O)cc1 (centres undefined)
  A: 7.9	B: -10.2	C: -1.7	D: -1.0	E: -7.3	F: -2.4	G: 0.3	H: -7.9	I: -11.1[fluorescence artefact?]

O=C(CNC(=O)c1ccncc1)N/N=C/c1ccc(O)cc1O
  A: 33.5	B: -5.8	C: -49.9	D: 4.1	E: -13.9	F: 1.9	G: 0.2	H: -5.6	I: -23.7

CCCC/C(O)=C1\C(=O)CC(C)(C)CC1=Nc1ccccc1OC
  A: -10.5	B: -1.5	C: -3.7	D: -1.2	E: -7.9	F: -2.2	G: 0.2	H: 4.5	I: 1.4

CNC(=S)NNC(=O)c1cccn(Cc2ccc(Cl)cc2Cl)c1=O
  A: 3.1	B: -11.4	C: -19.6	D: -4.3	E: 2.0	F: x	G: -0.1	H: -10.9	I: -3.8

Given with each value named: part of the list above
Cc1ncc(CN2CCCC(CCC(=O)NCc3ccc(F)c(F)c3)C2)s1 (centres undefined)
- Hck Nef HTS = 18.1
- p47phox inh = -0.5
- Tb hexokinase = -2.2
- Runt-SMMHC FRET = 2.1
- MDM2 E3 inh = 5.4
- Runt-CBFb FRET = 1.1
- L929 necroptosis = 2.4
- EBV gp42 block = 5.9
- 14-3-3 Bad inh = -5.2

CC(Sc1nc(-c2ccco2)nc2c1c(=O)n(C)c(=O)n2C)C(=O)O (centres undefined)
- Hck Nef HTS = 2.4
- p47phox inh = 3.9
- Tb hexokinase = -60.3
- Runt-SMMHC FRET = -0.2
- MDM2 E3 inh = -6.1
- Runt-CBFb FRET = 2.7
- L929 necroptosis = 2.2
- EBV gp42 block = -1.7
- 14-3-3 Bad inh = -6.9

An excerpt from above with just L929 necroptosis:
canonical_smiles | L929 necroptosis
CCOCCCNS(=O)(=O)c1ccc(NC(=O)CN2C(=O)c3ccccc3C2=O)cc1 | 0.3
CCCN(CCC)c1nc(N)nc(-c2cc(Cl)ccc2OC)n1 | -0.5
CCOc1ccc(C2SCC(=O)N2c2c(C)n(C)n(-c3ccccc3)c2=O)cc1 (centres undefined) | 0.3
O=C(CNC(=O)c1ccncc1)N/N=C/c1ccc(O)cc1O | 0.2
